Assay outcomes (PubChem)
Spn MK inh: S. pneumoniae mevalonate kinase inhibition; actives 0.48% (n = 65,000); purified MK, PK/LDH-coupled NADH absorbance 340 nm; inhibition, % at 10 µM;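 active means ranked among the strongest by inhibition in the single 10 µM screen, a fixed top-ranked set picked for dose follow-up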; further: no value below 0 was filed
LYP inhibition: LYP phosphatase inhibitors, primary screen, biochemical, DiFMUP fluorescence, recombinant catalytic domain, 10 µM (AID 606). recombinant LYP catalytic domain, DiFMUP fluorescence; higher % means a stronger effect. 52,000 tested, under 10 active. inhibition, % at 10 µM, or IC50 in µM where a hit was titrated;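 active means IC50 under 40 µM in the dose-response test; inactive means IC50 of 40 µM or more, or never dose-tested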
Bfl-1 inhibitors: displacement of Bid BH3 peptide from Bfl-1 – biochemical, fluorescence polarization, FITC-Bid, mouse, primary screen (AID 432); displacement, % at 20 µM, or IC50 in µM where a hit was titrated; actives 0.02% (n = 64,000); FITC-Bid BH3 peptide fluorescence polarization displacement; higher % means a stronger effect; in the data active means a potency from the dose series; inactive means the rest, 99 in 100 with displacement below about 15%; further: strong numbers were not always called active
Spn DPM-DC inh: blocks S. pneumoniae diphosphomevalonate decarboxylase; purified DPM-DC, PK/LDH coupled NADH fluorescence; calls only at 10 µM; actives 0.49% (n = 65,000);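 active means the 320 compounds with the highest percent inhibition in the single-dose primary screen, excluding strongly autofluorescent ones, cut at about 32% in these data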;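 further: kinetic rate of NADH fluorescence loss reporting ADP formed by the decarboxylase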
Spn PMK inh: blocks S. pneumoniae phosphomevalonate kinase. actives 0.49% (n = 65,000). inhibition, % at 10 µM. purified PMK, PK/LDH-coupled NADH absorbance 340 nm;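 active means top-ranked compounds by inhibition in the single 10 µM screen, taking a fixed number of the strongest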;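 further: 0% = full reaction with DMSO carrier and 100% = background rate without enzyme reaction; no value below 0 was filed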
HT1080 viability: HT1080 cell viability loss – fluorescence readout (AID 620). HT1080 viability, fluorescence; higher % means a stronger effect. cytotoxicity, % at 10 µM, or EC50 in µM where a hit was titrated. actives 0.42% (n = 87,000);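 further: cells exposed to compound overnight then 4 h with Alamar Blue; 0% = vehicle DMSO and 100% = killing control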
HPDE-C7 viability: HPDE-C7 pancreatic duct cell viability loss – fluorescence, HTS (AID 430); actives 1.8% (n = 63,000); HPDE-C7 pancreatic duct cells viability, fluorescence; higher % means a stronger effect; one-dose cytotoxicity, % at 10 µM; EC50 in µM for titrated hits;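 further: cells exposed to compound for 48 hours before viability readout; 0% = vehicle and 100% = reference cytotoxic drug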
Alkaline phosphatase: human TNAP enzyme inhibitors, biochemical, luminescent (AID 518); purified TNAP enzyme, luminescent substrate readout; higher % means a stronger effect; one-dose inhibition, % at 20 µM; IC50 in µM for titrated hits; actives 0.09% (n = 64,000); in the data active means a potency from the dose series; inactive means the rest, 99 in 100 with inhibition below about 22%;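 further: plate controls were vehicle for no effect and reference inhibitor for full effect; many of its hits are not listed in these tables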
KRASV12 cytotoxicity: cytotoxicity in KRAS-transformed pancreatic duct cells, primary screen, cell-based, fluorescence, HTS (AID 431). HPDE-C7K KRASV12 cells, Alamar Blue viability, 48 h; higher % means a stronger effect. actives 1.7% (n = 63,000). cytotoxicity, % at 10 µM, or EC50 in µM where a hit was titrated;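 active means compounds whose percent cytotoxicity in the single-dose primary screen, scaled between solvent and toxic-drug controls, exceeds 50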;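 further: 0% = DMSO solvent wells and 100% = doxorubicin-treated wells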
Spn PMK inh pilot replicates: second read-out of Spn PMK inh, no call of its own (marks repeat the call); inhibition, %; measured here: pilot screen replicates
Spn MK inh pilot replicates: also measured in Spn MK inh; calls as there; inhibition, %; measured here: pilot screen replicates
Spn DPM-DC inh pilot screen %: recorded beside Spn DPM-DC inh, whose call it bears; inhibition, %; measured here: pilot screen trials
An asterisk follows results filed as active; i = inactive; / = not tested or not shown; + = active, no number. Unless noted, no stated cut-off is given here; in the data, active means cytotoxicity above about 50%; inactive means the rest.

SMILES	Spn MK inh	LYP inhibition	Bfl-1 inhibitors	Spn DPM-DC inh	Spn PMK inh	HT1080 viability	HPDE-C7 viability	Alkaline phosphatase	KRASV12 cytotoxicity	others
Cc1ccc(N(CC(=O)NCc2ccc3c(c2)OCO3)S(C)(=O)=O)cc1	5	10%	2%	i	21	-5%	2%	4%	-9%
COCCn1c(SCC(=O)Nc2nc(C)c(Cl)cc2Cl)nc2ccccc21	2	12%	4%	i	9	-2%	-6%	3%	-7%
COCCn1c(SCC(=O)c2ccc(F)cc2)nnc1C(C)C	7	10%	-4%	i	5	-5%	-8%	8%	-7%
Cc1csc(NC(=O)c2ccccc2C(=O)O)n1	5	2%	-6%	i	0	6%	-3%	9%	-3%	Spn PMK inh pilot replicates=0.0;Spn MK inh pilot replicates=0.0;Spn DPM-DC inh pilot screen %=0.0
COc1ccccc1Nc1nc(N)nc(CSc2nc(C)cc(C)n2)n1	0	/	-15%	i	6	4%	4%	10%	17%
N#CCCN(C(=O)Nc1ccccc1)c1ccccc1	2	-18%	1%	i	13	-1%	-6%	0%	-9%
CCOC(=O)c1ccc(NC(=O)CC2SCCNC2=O)cc1 (stereo not drawn)	10	/	0%	i	15	6%	-3%	7%	4%
CCCn1c(SCC(=O)N2CCCc3ccccc32)nc2c1c(=O)n(C)c(=O)n2C	3	3%	2%	i	11	3%	2%	10%	7%
COc1ccc(CCNC2=NCC(C)S2)cc1 (stereo not drawn)	6	0%	-7%	i	10	0%	-38%	16%	-21%
COc1cc(OC)cc(C(=O)N(CN2CCCC2=O)c2ccccc2OC)c1	8	-5%	2%	i	6	10%	0%	-1%	10%
COc1cccc2sc(Nc3nnc(-c4ccccc4Cl)o3)nc12	0	3%	-9%	i	5	-3%	53%*	6%	32%
CCc1ccccc1NC1c2ccccc2C(=O)N1c1cc(C)ccn1 (stereo not drawn)	4	-11%	-1%	i	13	7%	-3%	4%	6%
Cc1ccc2c(CN3CCCc4ccccc43)cc(=O)oc2c1C	7	/	-5%	i	21	-19%	0%	9%	1%
CCn1c(=N)c(C(=O)NCCCOC)cc2c(=O)n3cccc(C)c3nc21	4	11%	-13%	/	8	5%	7%	11%	23%
CC(C)=CCSc1nnc(CCNC(=O)OC(C)(C)C)o1	10	-1%	-1%	i	11	-4%	-4%	6%	2%	Spn PMK inh pilot replicates=2.5;Spn MK inh pilot replicates=0.0;Spn DPM-DC inh pilot screen %=0.0
O=C1CCCC2=C1C(c1ccncc1)c1c(nc(SCc3ccccc3)[nH]c1=O)N2 (stereo not drawn)	10	5%	-9%	/	0	-1%	9%	8%	10%
COc1cccc(C=Nc2cc(C)on2)c1O	11	7%	-5%	i	11	2%	-3%	1%	7%
O=C1Nc2ccc(Br)cc2C1(O)Cc1ccccn1 (stereo not drawn)	8	17%	-3%	i	2	7%	-2%	10%	11%
O=C(Nc1ccc2c(c1)OCCO2)c1ccco1	8	-6%	-12%	i	1	2%	-18%	13%	-5%	Spn PMK inh pilot replicates=0.0;Spn MK inh pilot replicates=2.5;Spn DPM-DC inh pilot screen %=0.5
CC(C)C[C@H](NC(=O)N1CCN(c2ccccc2)CC1)C(=O)O	0	5%	5%	i	0	6%	-5%	6%	-4%

A stretch from the list above, for reference:
SMILES	Spn MK inh	LYP inhibition	Bfl-1 inhibitors	Spn DPM-DC inh	Spn PMK inh	HT1080 viability	HPDE-C7 viability	Alkaline phosphatase	KRASV12 cytotoxicity	others
Cc1ccc(N(CC(=O)NCc2ccc3c(c2)OCO3)S(C)(=O)=O)cc1	5	10%	2%	i	21	-5%	2%	4%	-9%
COCCn1c(SCC(=O)Nc2nc(C)c(Cl)cc2Cl)nc2ccccc21	2	12%	4%	i	9	-2%	-6%	3%	-7%
COCCn1c(SCC(=O)c2ccc(F)cc2)nnc1C(C)C	7	10%	-4%	i	5	-5%	-8%	8%	-7%
Cc1csc(NC(=O)c2ccccc2C(=O)O)n1	5	2%	-6%	i	0	6%	-3%	9%	-3%	Spn PMK inh pilot replicates=0.0;Spn MK inh pilot replicates=0.0;Spn DPM-DC inh pilot screen %=0.0
COc1ccccc1Nc1nc(N)nc(CSc2nc(C)cc(C)n2)n1	0	/	-15%	i	6	4%	4%	10%	17%

(listing goes on)
SMILES	Spn MK inh	LYP inhibition	Bfl-1 inhibitors	Spn DPM-DC inh	Spn PMK inh	HT1080 viability	HPDE-C7 viability	Alkaline phosphatase	KRASV12 cytotoxicity	others
CCOC(=O)CSc1nc(C)c(C(=O)OCC)s1	6	4%	3%	i	0	-4%	17%	12%	13%	Spn PMK inh pilot replicates=4.0;Spn MK inh pilot replicates=2.5;Spn DPM-DC inh pilot screen %=1.5
CCC1C(C#N)=C(N)OC2=C1C(=O)CC(C)(C)C2 (stereo not drawn)	10	6%	/	i	0	-13%	/	/	/
CCCn1c(SCC(=O)Nc2ccccc2-c2ccccc2)nnc1-c1ccoc1C	9	12%	3%	i	10	-6%	6%	3%	2%
COc1ccccc1Nc1nc(N)nc(CN2CCN(c3ccccc3)CC2)n1	1	11%	3%	i	2	-11%	-2%	8%	1%
Cc1ccc(C)c(NC(=O)CSc2nnc(-c3ccccc3)n2N)c1	9	-2%	-3%	i	0	-6%	-28%	16%	-3%
O=C(NCC1CCCO1)c1cc2n(n1)C(C(F)(F)F)CC(c1ccc(Br)cc1)N2 (stereo not drawn)	15	-5%	0%	i	4	-1%	6%	11%	6%
COc1ccc(Cn2c(=O)sc3ccccc32)cc1OC	1	6%	-9%	i	5	0%	0%	11%	1%
Cc1ccc(C)c(Cn2c(=O)n(CCC(=O)NCc3ccco3)c(=O)c3sccc32)c1	0	/	-12%	i	11	14%	3%	14%	-13%	Spn PMK inh pilot replicates=4.5;Spn MK inh pilot replicates=0.0;Spn DPM-DC inh pilot screen %=0.0
Cc1cccc(-c2nsc(SCC(=O)N3CCCC3)n2)c1	1	12%	-6%	i	13	-4%	-1%	13%	-9%
Cc1nc2ccccn2c1P(=O)(N1CCCCC1)N1CCCCC1	10	4%	5%	i	12	4%	-12%	8%	-12%	Spn PMK inh pilot replicates=2.0;Spn MK inh pilot replicates=0.5;Spn DPM-DC inh pilot screen %=3.5
O=C(NCCN1CCNCC1)c1ccccn1	5	-1%	3%	i	8	-8%	-7%	11%	1%
CC1CCCCN1S(=O)(=O)c1ccc(NC(=O)CSc2nnnn2C)cc1 (stereo not drawn)	9	/	-8%	i	14	10%	-8%	1%	-13%
O=C(C(Cc1ccccc1)n1cccc1)N1CCN(c2ncccn2)CC1 (stereo not drawn)	8	0%	5%	i	0	-11%	-8%	6%	1%
CCCC(=O)NCCCc1nc2ccccc2n1CCC	13	/	1%	i	9	-7%	-16%	20%	-4%
Cc1ccc2oc(=O)c3cnn(CC(=O)N4CCCc5ccccc54)c3c2c1	5	/	-9%	i	3	6%	-7%	13%	-1%	Spn PMK inh pilot replicates=3.0;Spn MK inh pilot replicates=0.0;Spn DPM-DC inh pilot screen %=2.0
S=c1[nH]nc(CSc2nc3ccccc3s2)o1	9	-6%	-3%	i	15	-5%	-5%	6%	2%
CCN(CC)CCCNC(=O)C1c2ccccc2C(=O)N1Cc1ccc(C)cc1 (stereo not drawn)	6	10%	-3%	i	19	1%	1%	5%	9%
CC(=O)Nc1nc2ccccc2n1CCOc1ccccc1	1	15%	-8%	i	1	9%	-7%	5%	1%
Cc1cc(C(=O)N2CCN(c3ccccc3)CC2)no1	5	6%	-9%	i	14	-7%	-5%	4%	2%
COc1cc(C2C(C#N)=C(C)NC3=C2C(=O)CC(C)(C)C3)cc(OC)c1O (stereo not drawn)	1	/	-2%	+	0	-2%	4%	6%	7%

Fetched one by one from above (four):
SMILES	Spn MK inh	LYP inhibition	Bfl-1 inhibitors	Spn DPM-DC inh	Spn PMK inh	HT1080 viability	HPDE-C7 viability	Alkaline phosphatase	KRASV12 cytotoxicity	others
S=c1[nH]nc(CSc2nc3ccccc3s2)o1	9	-6%	-3%	i	15	-5%	-5%	6%	2%
COc1ccccc1Nc1nc(N)nc(CN2CCN(c3ccccc3)CC2)n1	1	11%	3%	i	2	-11%	-2%	8%	1%
CCCC(=O)NCCCc1nc2ccccc2n1CCC	13	/	1%	i	9	-7%	-16%	20%	-4%
O=C(NCC1CCCO1)c1cc2n(n1)C(C(F)(F)F)CC(c1ccc(Br)cc1)N2 (stereo not drawn)	15	-5%	0%	i	4	-1%	6%	11%	6%

Going on with the list.
SMILES	Spn MK inh	LYP inhibition	Bfl-1 inhibitors	Spn DPM-DC inh	Spn PMK inh	HT1080 viability	HPDE-C7 viability	Alkaline phosphatase	KRASV12 cytotoxicity	others
COc1ccc(C(=O)N(CCCO)C(C)C(=O)NC2CCCCC2)cc1OC (stereo not drawn)	0	8%	-3%	i	16	-18%	-14%	8%	-2%
CCC(C)(C)n1nnnc1C(c1ccc(C)cc1)N1CCCC1 (stereo not drawn)	0	/	-7%	i	11	-2%	-1%	6%	8%
O=C(Nc1ccc2c(c1)OCCO2)NC1CCCCC1	4	/	0%	i	10	4%	-18%	6%	-1%	Spn PMK inh pilot replicates=7.0;Spn MK inh pilot replicates=2.0;Spn DPM-DC inh pilot screen %=1.5
N#Cc1c(/N=C/c2ccco2)oc(-c2ccccc2)c1-c1ccccc1	9	7%	4%	i	0	1%	70%*	13%	79%*
C=C(C)COc1ccc(-c2[nH]ncc2Oc2ccccc2OC)c(O)c1	4	/	6%	i	9	-6%	12µM*	-16%	9.8µM*
O=C(Nc1cnn(Cc2ccc(Cl)c(Cl)c2)c1)c1nc2ncccn2n1	2	2%	-3%	i	16	-1%	26%	20%	39%
c1ccc(-c2cc(-c3nc(-c4cccnc4)no3)c3ccccc3n2)cc1	9	/	-1%	i	9	-14%	-12%	16%	-20%
N#Cc1cnn(Cc2ccccc2)c1/N=C/N1CCOCC1	7	6%	-8%	i	7	3%	5%	10%	-5%
CCc1nc2ccccc2c(C(=O)OCC(=O)NCc2ccco2)c1C	0	-14%	4%	i	0	-3%	-6%	6%	-17%
COc1ccccc1OCCOCCn1cnc2ccccc2c1=O	6	9%	-2%	i	4	3%	-2%	11%	0%	Spn PMK inh pilot replicates=1.5;Spn MK inh pilot replicates=0.0;Spn DPM-DC inh pilot screen %=1.5
COC(=O)c1ccc(C2C(C#N)=C(C)NC3=C2C(=O)CC(C)(C)C3)cc1 (stereo not drawn)	5	14%	2%	/	3	-6%	-13%	14%	-7%
COc1ccc2c(=O)c(C(=O)NCCc3ccc(OC)c(OC)c3)c[nH]c2c1	1	/	-4%	i	1	16%	1%	1%	8%
CC(C)Cc1ccc(/C(=N/O)C(=O)O)s1	7	4%	-7%	i	3	3%	-7%	8%	-3%
Cc1nnc(N2CCN(c3ccccc3)CC2)[nH]c1=O	5	18%	-1%	i	7	1%	-4%	4%	9%
